Screening results (PubChem BioAssay)
FEN1 inhibitor = blocks human flap endonuclease 1; P39748; Recombinant FEN1 flap cleavage, fluorescence, 15 min; Potency, µM (doses to about 114 µM), for the others: top-dose activity change, negative = inhibition, actives largely listed as inhibitors; actives 0.35% (n = 390,000); AID 588795; note: nearly all actives have a fitted effect of over 65% in size
Target sequence (P39748 whole entry, looked up): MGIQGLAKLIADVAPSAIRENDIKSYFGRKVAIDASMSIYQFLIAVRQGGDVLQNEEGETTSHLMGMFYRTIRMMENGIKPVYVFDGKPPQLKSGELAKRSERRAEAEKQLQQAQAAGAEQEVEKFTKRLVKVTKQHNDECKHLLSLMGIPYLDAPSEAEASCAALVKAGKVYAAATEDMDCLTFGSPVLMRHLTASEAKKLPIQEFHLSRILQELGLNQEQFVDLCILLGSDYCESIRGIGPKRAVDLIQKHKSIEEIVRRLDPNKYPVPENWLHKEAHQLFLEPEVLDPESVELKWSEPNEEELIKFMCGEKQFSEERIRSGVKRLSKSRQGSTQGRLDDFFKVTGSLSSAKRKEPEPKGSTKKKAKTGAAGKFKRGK
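Enzyme 10 nM, 15 min RT preincubation with compound; start with substrate 50 nM final; reads at 0 and 15 min; qHTS titration, four-parameter Hill fit.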
N370S GC = inhibitors or activators of N370S glucocerebrosidase for Gaucher disease; P04062; N370S GC spleen homogenate, 4MU-glucoside fluorescence; Potency, µM (highest dose often 59.4 µM), without a hit: at the top dose activity change, negative = inhibition, hits mostly inhibitors; actives 0.092% (n = 330,000);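 note: 0% = full enzyme activity and -100% = no enzyme basal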
TDP1 cell CPT = growth inhibition of DT40 Tdp1-/-;hTDP1 cells with camptothecin (screen for TDP1 inhibitors). chicken DT40 Tdp1-/-;hTDP1 cells + 20 nM CPT, ATP luminescence, 48 h. actives 12% (n = 420,000). Potency, µM (doses to about 46.2 µM), for the others: at the top dose activity change, negative = growth inhibition, most hits filed as inhibitors. AID 686979; note: nearly all actives have a fitted effect of over 55% in size
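Chicken DT40 Tdp1-/- cells complemented with human TDP1, 400 cells/well, exposed to compounds plus 20 nM camptothecin for at least 48 h at 37 C; viability read as ATP content by CellTiter-Glo luminescence.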
* hit, by the source's call; u = inconclusive; x = not tested or not shown; & = joins results of further samples. Calls come from the whole dose curve; as a rule, active = well fitted curve in the direction sought with a large enough effect; inconclusive = small, poorly fitted or top-dose-only effect, or another doubt; inactive = no such curve, though single readings can be large; an effect the other way counts as inactive or inconclusive. Unless noted, % is set by controls: 0 for no effect and ±100 for the full control effect; potency is the fitted concentration of half-maximal effect.

SMILES | FEN1 inhibitor | N370S GC | TDP1 cell CPT
CC1=CC(=O)O[C@@H]1[C@@]1(C)C[C@H]2OC(=O)C[C@H]3[C@@H](C)C(=O)C(O)=C1[C@@]23CO | 2% | 25% | 5%
COc1ccc(OC)c(/C=N/NC(=O)c2cc[n+](Cc3ccccc3)cc2)c1 | -2% | 2% | 6%
CCc1ccc(/C=N/NC(=S)NCCc2ccccc2)cc1 | -1% | 20% | u
CCN(CC)C(=O)C1=C(C)Nc2nc3ccccc3n2C1c1cccc(OC)c1 (stereo not drawn) | 16%&0% | -16% | u
O=C(NCC(c1ccco1)N1CCc2ccccc2C1)c1ccc(Cl)c([N+](=O)[O-])c1 (stereo not drawn) | -15% | -3% | u
COc1cccc(CN2CC(C(=O)NC3CCCCCC3)CCC2=O)c1 (stereo not drawn) | -2% | 2% | -3%
COC(=O)c1[nH]c2ccccc2c1NC(=O)C(C)N1CC(C)OC(C)C1 (stereo not drawn) | -2% | 9% | 6%
S=C(NCC1CCCO1)N1CCc2ccccc2C1 (stereo not drawn) | -6% | -19% | -14%
COc1cc(C2C3=C(CCCC3=O)OC3=C2C(=O)CCC3)ccc1OCC(=O)Nc1ccccc1 | 0% | u | -1%
COC(=O)N1CCC[C@@]2(CCN(c3ccccn3)C2)C1 | x | -3% | 2%
CCN(CC)S(=O)(=O)c1ccc2c(c1)N(CC(=O)N1CCN(c3cccc(OC)c3)CC1)C(=O)CO2 | 13% | x | 21µM*
COc1ccc(Oc2ccc(C(F)(F)F)cc2NC(=O)c2ccc(OC)cc2)cc1 | -7% | 13% | u

In the list so far, two contain four or more nitrogen atoms.
SMILES | FEN1 inhibitor | N370S GC | TDP1 cell CPT
CCN(CC)C(=O)C1=C(C)Nc2nc3ccccc3n2C1c1cccc(OC)c1 (stereo not drawn) | 16%&0% | -16% | u
CCN(CC)S(=O)(=O)c1ccc2c(c1)N(CC(=O)N1CCN(c3cccc(OC)c3)CC1)C(=O)CO2 | 13% | x | 21µM*

Other compounds follow.
SMILES | FEN1 inhibitor | N370S GC | TDP1 cell CPT
COc1cccc(CC(=O)OCC(=O)NNC(=O)c2ccc([N+](=O)[O-])cc2)c1 | 4% | -7% | 6%
CCOc1ccc(CCNC(=O)c2ccc3nc(N4CCOCC4)sc3c2)cc1OCC | 1% | 0% | u
Cc1c(Cl)ccc2sc(NC(=O)c3ccco3)nc12 | -1% | -8% | u
Cc1cc(-c2ccccc2)nn1-c1nc2c(c(=O)[nH]c(=O)n2C)n1C | 4% | -6% | -10%
COc1ccc(C2=NN(C(=O)c3cccs3)C(c3ccc(OC)cc3)C2)cc1 (stereo not drawn) | 12% | u | u
CCn1c(SCC(=O)Nc2nc3ccc(OC)cc3s2)nnc1-c1ccoc1C | -15% | 0% | -18%
CC12CN3CC(C)(CN(C1)C3c1ccc([N+](=O)[O-])o1)C2=O (stereo not drawn) | 2% | -7% | -8%
CC1CCN(CC2CCN(C(=O)NCc3ccccc3)CC2)CC1 | -3% | x | 7%
CCC1C(=O)N=C(SCC(=O)NC2CCCCC2)NC1=O (stereo not drawn) | 0% | -5% | -16%
CC(=O)NCCC(=O)Nc1cc(S(=O)(=O)N2CCCCC2)ccc1Oc1ccccc1 | 1% | -8% | -25%
Cc1c(Br)c(C(F)(F)F)nn1CC(=O)NCc1ccccc1 | -1% | 3% | -1%
CCOc1ccccc1NC(=O)C(CC(C)C)NC(=O)C1CCCCC1 (stereo not drawn) | 6% | x | u

Full records as entered above. Order of screens: FEN1 inhibitor | N370S GC | TDP1 cell CPT
CCC1C(=O)N=C(SCC(=O)NC2CCCCC2)NC1=O (stereo not drawn) as listed: 0% | -5% | -16%
Cc1c(Br)c(C(F)(F)F)nn1CC(=O)NCc1ccccc1 as listed: -1% | 3% | -1%
COc1ccc(C2=NN(C(=O)c3cccs3)C(c3ccc(OC)cc3)C2)cc1 (stereo not drawn) as listed: 12% | u | u

Remaining list, next part.
SMILES | FEN1 inhibitor | N370S GC | TDP1 cell CPT
COc1ccc(/C=C2/SC(=O)N(CC(O)Cn3c4ccccc4c4ccccc43)C2=O)cc1 (stereo not drawn) | 2% | 23% | u
COc1cc2oc(=O)cc(-c3ccc(-c4ccc(C#N)cc4)cc3)c2c(OC)c1OC | 7% | 0% | 7.3µM*
COc1ccccc1C(c1nnnn1C(C)C)N1CCN(C(=O)c2ccco2)CC1 (stereo not drawn) | -2% | 1% | -14%
O=C(NCc1ccco1)c1ccc([N+](=O)[O-])cc1Cl | -6% | 4% | 3%
CCC1(C(=O)c2ccc(Cl)cc2)C2c3ccccc3OC(=O)C21C(=O)Nc1ccccc1 (stereo not drawn) | -26% | 3% | 0%
CCCc1cc(=O)[nH]c(SCC(=O)Nc2ccc(OCc3ccccc3)cc2)n1 | 3% | x | u
Cc1cc(=O)n2nc(N3CCCC(C(=O)NCc4ccccc4Br)C3)sc2n1 (stereo not drawn) | -10% | 3% | 14%
O=C(C[n+]1ccccc1)N/N=C/c1ccc(O)cc1 | 3% | -17% | u
COc1ccc(NC(=O)Nc2ccc3c(c2)C(=O)N([C@H](C)CO)C[C@H](C)[C@@H](CN(C)C(=O)NC(C)C)O3)cc1 | -13% | x | 3%
CC(C)[C@H](NC(=O)[C@H](Cc1ccccc1)n1c(=O)[nH]c2ccccc2c1=O)C(=O)N1CCC[C@H]1C(=O)O | 12% | 15% | -2%
CC(C)c1ccc(NC(=S)NC2CCCCCC2)cc1 | -19% | -3% | u
Cc1cc(C)n2nc(SC(C)C(=O)N3CCOCC3)nc2n1 (stereo not drawn) | 8% | 1% | 12%
Cc1ccccc1-c1nn(-c2ccccc2)cc1C(=O)NCC(c1ccco1)N1CCCC1 (stereo not drawn) | -35% | x | 21µM*
CCNC(=O)c1cc2c(=O)n3cccc(C)c3nc2n(Cc2ccc(C)cc2)c1=N | -11% | 3% | 18µM*
Nc1ncnc2c1ncn2[C@@H]1O[C@H](CNS(=O)(=O)CCCCl)[C@@H](O)[C@H]1O | 3% | x | 4%
COc1ccc(C(=O)O)c(O)c1 | 3% | x | 2%
COc1ccc(NC(=O)C2CCCN(c3c4c(nc5ncnn35)CCC4)C2)cc1 (stereo not drawn) | -17% | 1% | 15µM*
O=C(Nc1ccccc1N1CCOCC1)c1ccc2ccccc2c1 | u | 8% | -18%
O=C(Cc1ccc(NC(=O)C2CCN(C(=O)C3CCCC3)CC2)cc1)Nc1ccc(C(=O)N2CCOCC2)cc1 | 17% | x | u
COc1ccc(C(C(=O)NCc2ccccc2)N(C(=O)c2snc(C(N)=O)c2N)c2ccccc2OC)cc1OC (stereo not drawn) | -8% | u | u
CC[C@]12C(=O)N(C)C[C@H]([C@@H]3C(=O)N(Cc4ccccc4)C(=O)[C@@H]31)N2C(=O)c1ccc(F)cc1 | 10% | x | -2%
O=C(COC(=O)c1ccccc1NCCO)Nc1ccc(S(=O)(=O)NC2=NCCCCC2)cc1 | -5% | x | u
CCN(CC(=O)Nc1cc(Cl)ccc1C)C(=O)CCc1nc2ccccc2c(=O)[nH]1 | 2% | x | u
Cc1ccccc1C(=O)c1cccn1CC(=O)NCc1ccc(Cl)cc1 | -9%&12% | 3% | u
CCc1cc(=O)oc2cc(C)cc(OC(C)C(=O)NCc3ccccn3)c12 (stereo not drawn) | 11% | 0% | -2%
COc1cccc(-c2nn(-c3ccccc3)cc2CO)c1 | -10% | -20% | -2%
CSc1nnc2c(n1)OC(C)N(C(=O)c1ccccc1)c1ccccc1-2 (stereo not drawn) | -7% | -1% | -9%
N#CC1(C#N)OC12CCS(=O)(=O)c1ccccc12 (stereo not drawn) | 4% | x | u
Cc1ccc(-c2ccc(C(=O)NCc3ccc(Cl)cc3)o2)c2ccccc12 | -24% | 24% | u
Cc1ccc(S(=O)(=O)C2C(=O)N(C)C3(C)CC2c2ccccc2O3)cc1C (stereo not drawn) | 13% | -12% | u
Nc1nc(SCC(=O)c2ccc(Cl)cc2)c2ncn(C3OC(CO)C(O)C3O)c2n1 (stereo not drawn) | 1% | x | -15%
Cn1c(COc2ccc(Cl)cc2)nnc1SCC(=O)NC1CC1 | -8% | x | -1%
COc1ccccc1NS(=O)(=O)c1cc(NC(=O)c2ccc3c(c2)OCCO3)ccc1C | 9% | 3% | -5%
O=C(OCC(=O)N1CCCc2ccccc21)c1ccc(F)c(S(=O)(=O)N2CCOCC2)c1 | -3% | -3% | 4%
O=C(NCCCCNC(=O)c1ccc(Cl)s1)c1ccc(Cl)s1 | -4% | 4% | -4%
COc1cc(C(=O)NCCC2=CCCCC2)ccc1OCc1c(C)noc1C | -7% | x | -27%
CC1(C)CC(=O)C=C(Nc2ccc(C(=O)O)cc2)C1 | -5% | 5% | 8%
Cn1c(=O)c2c(nc(NCCc3ccccc3)n2Cc2ccc(Cl)cc2)n(C)c1=O | -23% | x | 12µM*
COCCNC(=S)N1CCC(NC(=O)Nc2ccc(C)cc2)CC1 | -6% | -19% | 0%
COc1cc(Cl)ccc1OCc1cc(C(=O)N(C)Cc2nnc(C)o2)no1 | 2% | -4% | 6%
Cc1ccc(NS(=O)(=O)c2ccc(-c3ccc(=O)[nH]n3)o2)cc1Cl | -12% | -4% | -29%
Cc1nonc1NC(=O)CSc1nc(C2CCCCC2)nc2ccccc12 | 4% | -4% | 29µM*
COC(=O)CCCNC(=O)c1ccc(OS(=O)(=O)c2cc([N+](=O)[O-])ccc2C)cc1 | 5% | u | -27%
CCOC(=O)c1cnc2ccccc2c1Nc1cccc(OC)c1 | -19% | x | u
CCCn1c(=O)c2c(nc3n2CCCN3Cc2ccccc2)n(C)c1=O | 13% | 4% | u
O=C(NCc1ccccc1)C(Cc1ccccc1)N1C(=O)C2C3CCC(C3)C2C1=O (stereo not drawn) | -6% | 18% | -25%
O=C(C1CCC(=O)N(C2CC2)C1)N1CCC(Oc2cccc(F)c2)CC1 (stereo not drawn) | 20% | 1% | -20%
COc1ccc(-c2nnc(SCC(=O)Nc3ccc(C)cc3)n2C)cc1 | 6% | 9% | -7%
COc1ccc(C(=O)C2CCCN(Cc3cc(Cl)ccc3O)C2)c(OC)c1 (stereo not drawn) | 4% | -18% | u
OCC1CCCCN1C(=S)Nc1ccc(Cl)cc1Cl (stereo not drawn) | -4% | 0% | u
COc1ccc(-c2cc(C(=O)N3CCN(c4ncccn4)CC3)c3ccccc3n2)cc1OC | 6% | x | u
CC1=C(C(=O)Nc2ccccc2)C(c2ccccn2)n2nc(SCc3ccccc3)nc2N1 (stereo not drawn) | -9% | x | 5.2µM*
O=[N+]([O-])c1cccnc1N1CCC(c2cc(-c3cccc(C(F)(F)F)c3)n[nH]2)CC1 | -24% | 15% | u
COc1ccc(C)cc1NC(=O)CNC(c1ccccc1)c1ccc(C)cc1 (stereo not drawn) | 0% | -5% | 3.3µM*
CN1CCN(CCc2nc3cc(NC(=O)COc4ccccc4)ccc3n2C)CC1 | 12% | 4% | 6%
Cc1ccc(CNC(=O)c2csc3c2CCCCC3)cc1 | -2% | 3% | 13%
COc1cccc(C(=O)Nc2ccc(C(=O)c3ccccc3)cc2)c1 | 5% | 9% | -19%
Cc1ccc(OCc2ccc(C(=O)NN)o2)cc1C | -21% | 9% | 5%
Cc1cccc(Cn2c(=O)n(Cc3ccccc3)c(=O)c3c2c2cc(C)ccc2n3C)c1 | -2% | x | -5%
Cc1ccc(C2c3c(oc4ccccc4c3=O)C(=O)N2CCCN2CCOCC2)o1 (stereo not drawn) | -6% | -4% | -22%

Part of the list above, showing only FEN1 inhibitor:
| canonical_smiles | FEN1 inhibitor |
| --- | --- |
| CN1CCN(CCc2nc3cc(NC(=O)COc4ccccc4)ccc3n2C)CC1 | 12% |
| Cc1ccc(CNC(=O)c2csc3c2CCCCC3)cc1 | -2% |
| CC1=C(C(=O)Nc2ccccc2)C(c2ccccn2)n2nc(SCc3ccccc3)nc2N1 (stereo not drawn) | -9% |
| O=[N+]([O-])c1cccnc1N1CCC(c2cc(-c3cccc(C(F)(F)F)c3)n[nH]2)CC1 | -24% |
| COc1ccc(C(=O)C2CCCN(Cc3cc(Cl)ccc3O)C2)c(OC)c1 (stereo not drawn) | 4% |
| COc1cccc(C(=O)Nc2ccc(C(=O)c3ccccc3)cc2)c1 | 5% |
| COc1ccc(C)cc1NC(=O)CNC(c1ccccc1)c1ccc(C)cc1 (stereo not drawn) | 0% |

(further entries)
SMILES | FEN1 inhibitor | N370S GC | TDP1 cell CPT
CCN1/C(=C2\C(=O)N(C)C(=S)N2c2ccccc2)C=Cc2ccccc21 | -3% | -3% | u
CCOc1ccc(C(=O)Nc2ccccc2CC)cc1[N+](=O)[O-] | 6% | 23% | -3%
O=C(NCCC1CCCCN1S(=O)(=O)c1ccc(F)cc1)C(=O)NCCN1CCOCC1 (stereo not drawn) | 0% | 1% | 1%
O=C(c1cccnc1)N1CCC(Oc2ccc(C(=O)N3CCCCO3)cc2)CC1 | 23% | 2% | -23%
c1ccc2[nH]c(NC3=NCCC3)nc2c1 | 12% | 3% | u
CC(C)Oc1ccccc1NC(=O)CSc1nc2ccccc2c(=O)n1C | 0% | u | 21µM*
NC(=O)C1CC(=O)N(c2ccc(OCC(=O)NCc3ccccc3)cc2)C1 (stereo not drawn) | 1% | -3% | 3%

A portion of the library; the hit share may differ from the screen's.
